Assay outcomes (PubChem)
PolyA inh = polyadenylation inhibitors in yeast reporter cells, primary screen, luminescence, S. cerevisiae | calls only at 12 µM | 300,000 tested, 0.02% active | S. cerevisiae SKY197-pL101 polyadenylation reporter, beta-gal luminescence; efflux-impaired pdr1/pdr3 knockout yeast; score 100 = 6 SD above DMSO | AID 1875, 2009;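 active means lowest replicate activity score at least 50, where 100 means six control SD above control mean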;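 further: yeast exposed to compound for 9 h at 30 °C; higher score means more reporter readthrough which indicates perturbed polyadenylation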
TRPC4 inh = inhibitors of mouse TRPC4 channel, primary screen, Fluo4 calcium, HEK293 TRPC4beta/mu-opioid cells. 300,000 tested, 0.39% active. DAMGO-evoked Fluo4 calcium flux; hits give low values. Short transient receptor potential channel 4 (Mus musculus), Q9QUQ5. B-score at 10 µM;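 active means B-score over 3 SD under the library average, no early fluorescence shift, positive overall ratio signal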
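material = TRPC4beta/mu-opioid receptor HEK293 cell line | probe or stimulus = sequential submaximal and maximal DAMGO stimulation | compound dosing = one concentration per compound | measured by = Fluo4 Ca2+ flux fluorescence | evaluation = integrated fluorescence ratio relative to baseline, converted to per-well B score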
hERG rescue = hERG rescue from dofetilide block, primary screen, cell-based, CHO-hERG, FluxOR thallium flux, dofetilide IC70. Voltage-gated inwardly rectifying potassium channel KCNH2 (Homo sapiens), Q12809. dofetilide IC70 present. activation (rescue from dofetilide block), less the hit threshold, % at 10 µM. 310,000 tested, 0.51% active. AID 1511, 2009;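 active means activation above the mean of controls blocked by dofetilide plus 5 SD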;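 further: thallium influx through hERG after potassium depolarization seen as dye fluorescence rise; in these data hits start at about 4.7%; inactives centre near -7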
KCNQ1 pot = potentiators or activators of KCNQ1 channel, primary screen, cell-based, thallium flux, high-throughput | B-score at 10 µM | 310,000 tested, 0.35% active | Potassium voltage-gated channel subfamily KQT member 1 (Homo sapiens), P51787 | AID 2648, 2010 | CHO-K1 KCNQ1, thallium flux FluxOR fluorescence; hits give high values;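 active means fluorescence ratio B-score, a plate-corrected score, at least three library SD, with initial intensity B-score within 5 SD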
Target sequence (P51787 whole entry, looked up): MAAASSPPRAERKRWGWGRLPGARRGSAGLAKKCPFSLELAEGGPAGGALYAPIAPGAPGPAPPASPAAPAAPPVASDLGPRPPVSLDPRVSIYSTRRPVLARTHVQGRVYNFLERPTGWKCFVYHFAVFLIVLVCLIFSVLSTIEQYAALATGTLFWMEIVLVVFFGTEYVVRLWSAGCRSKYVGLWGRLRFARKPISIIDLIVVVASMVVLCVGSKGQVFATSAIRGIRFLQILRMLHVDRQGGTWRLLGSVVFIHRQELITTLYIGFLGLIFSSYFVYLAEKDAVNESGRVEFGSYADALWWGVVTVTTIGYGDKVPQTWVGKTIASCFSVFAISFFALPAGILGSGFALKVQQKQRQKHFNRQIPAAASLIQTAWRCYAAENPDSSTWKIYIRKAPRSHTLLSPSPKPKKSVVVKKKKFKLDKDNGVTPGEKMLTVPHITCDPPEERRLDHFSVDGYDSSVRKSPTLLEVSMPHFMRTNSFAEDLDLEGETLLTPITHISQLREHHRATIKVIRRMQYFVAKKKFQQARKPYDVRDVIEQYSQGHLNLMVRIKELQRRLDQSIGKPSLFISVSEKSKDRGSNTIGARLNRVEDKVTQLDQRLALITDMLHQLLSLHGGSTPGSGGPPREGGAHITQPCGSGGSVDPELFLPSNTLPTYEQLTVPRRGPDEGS
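System: Stable KCNQ1 CHO-K1 line | Incubation: 90 min dye loading and 20 min compound exposure, both at room temperature | Measure: Ratio B score | Medium: Assay buffer for compound exposure, DMSO matched across wells | Compound dosing: Single-concentration screen | Probe or stimulus: K+/Tl+ depolarizing stimulus | Measured by: Kinetic FluxOR fluorescence, 10 s baseline plus 110 s post-stimulus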
TRPC4 agonist = activators of mouse TRPC4 channel, primary screen, Fluo4 calcium, HEK293 TRPC4beta/mu-opioid cells; Fluo4 calcium fluorescence; hits give high values; Short transient receptor potential channel 4 (Mus musculus), Q9QUQ5; AID 2237, 2010; B-score at 10 µM; 310,000 tested, 0.49% active;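 active means B-score above 5 SD of library B-scores, and initial fluorescence ratio not above library mean plus 5 SD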;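 further: positive B-score marks a calcium rise read as TRPC4 activation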
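Assay system: HEK293 cells stably co-expressing mouse TRPC4beta and mu-opioid receptor / Timing: Fluo4 dye loading 45 min at room temperature, 110 s recording / Signal: Fluo4 calcium-sensitive dye fluorescence, kinetic, 1 Hz baseline / Read-out: integrated baseline-normalised fluorescence ratio, converted to per-well B score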
KCNQ1 block = inhibitors of human KCNQ1 channel, primary screen, cell-based, thallium flux, high-throughput; Potassium voltage-gated channel subfamily KQT member 1 (Homo sapiens), P51787; CHO-K1 KCNQ1, FluxOR thallium flux fluorescence; hits give high values; B-score at 10 µM; 310,000 tested, 1.3% active;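 active means compounds whose thallium flux B-score, printed positive for inhibition, exceeds three library SD while starting fluorescence stays within three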;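 further: channel opened by potassium depolarization with thallium stimulus after 20 min compound exposure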
KCNK3 inh = human KCNK3 channel inhibitors, primary screen, CHO cells, FluxOR thallium flux, B-score | B-score at 10 µM | 340,000 tested, 0.84% active | FluxOR fluorescence; hits give low values | Potassium channel subfamily K member 3 (Homo sapiens), O14649;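 active means B-score under library mean minus 4 SD, starting fluorescence ratio at most library mean plus 5 SD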;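 further: more negative B-score means stronger inhibition of thallium flux through KCNK3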
Target sequence (O14649 whole entry, looked up): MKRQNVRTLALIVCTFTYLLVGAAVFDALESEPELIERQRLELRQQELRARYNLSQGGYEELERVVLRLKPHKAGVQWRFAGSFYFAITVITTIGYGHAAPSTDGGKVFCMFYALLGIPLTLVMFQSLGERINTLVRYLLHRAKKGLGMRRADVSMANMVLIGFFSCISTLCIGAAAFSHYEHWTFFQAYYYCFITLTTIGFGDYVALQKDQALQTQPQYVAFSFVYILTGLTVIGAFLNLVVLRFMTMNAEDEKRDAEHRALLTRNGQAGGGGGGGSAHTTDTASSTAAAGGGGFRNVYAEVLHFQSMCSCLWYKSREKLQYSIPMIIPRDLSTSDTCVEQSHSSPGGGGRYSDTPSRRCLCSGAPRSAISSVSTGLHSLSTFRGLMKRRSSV
Dyrk1A ADPGlo = rat Dyrk1A kinase inhibitors, primary screen, biochemical, single point, plate reader; Dual specificity tyrosine-phosphorylation-regulated kinase 1A (Rattus norvegicus), Q63470; ADP-Glo luminescence, NFATc1 peptide; inhibition, % at 12.5 µM; 310,000 tested, 0.43% active; AID 504441, 2011; in the data active means inhibition above about 50%;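 further: plate controls were vehicle with enzyme for no effect and no enzyme for full effect; many of its hits are not listed in these tables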
TRPC4 potent = positive allosteric modulators of TRPC4, primary screen, cell-based, mouse TRPC4beta, HEK293 mu-opioid, Fluo-4 calcium | Short transient receptor potential channel 4 (Mus musculus), Q9QUQ5 | DAMGO EC20, Fluo-4 Ca2+ flux; hits give high values | B-score at 10 µM | 310,000 tested, 0.42% active;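 active means B-score of calcium response area above 5 SD of library B-scores, with initial fluorescence ratio within 5 SD of library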;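 further: B-score of integrated fluorescence ratio over time as area under calcium response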
KCNK9 block = KCNK9 potassium channel inhibitors, primary screen, HEK293 cells, thallium flux. Potassium channel subfamily K member 9 (Homo sapiens), Q9NPC2. FluxOR thallium flux fluorescence; hits give low values. B-score at 10 µM. 310,000 tested, 1.2% active. AID 488922, 2010;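 active means ratio B-score over 3 SD below the library mean, with starting fluorescence within 5 SD of its mean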;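 further: negative B-score means less thallium flux so channel inhibition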
Platelet DG rel = inhibitors of platelet dense granule secretion, primary screen, cell-based, MLPCN, human platelets; inhibition, %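 (compounds screened at 7.5 µM in platelet-rich plasma)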; human platelet-rich plasma, SFLLRN dense granule ATP release, luminescence; 300,000 tested, 0.22% active;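 active means mean replicate score, as percent of positive control, at or above 50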
* = called active by the depositor; i = inactive; x = not tested or not shown. These rows are one share of the data (hit frequency here may not be typical).

SMILES	PolyA inh	TRPC4 inh	hERG rescue	KCNQ1 pot	TRPC4 agonist	KCNQ1 block	KCNK3 inh	Dyrk1A ADPGlo	TRPC4 potent	KCNK9 block	Platelet DG rel
CCN1CCN(C(c2ccccc2)c2nnnn2CCc2ccc(OC)c(OC)c2)CC1 (stereo not given)	i	i	-7	i	i	i	i	-3	i	i	4
Cc1cc(Br)cc2c(C(=O)NCC3CCCO3)cc(-c3ccccc3)nc12 (stereo not given)	i	i	-14	i	i	i	i	4	i	i	-2
CC(=O)c1cccc(NC(=O)C2CCCN2S(=O)(=O)c2cccc3cccnc23)c1 (stereo not given)	i	i	-3	i	i	i	i	-1	i	i	2
Cc1noc(C)c1COc1ccc(C(=O)OCC(=O)OC(C)(C)C)cc1	i	i	-11	i	i	i	i	2	i	i	-35
COC(=O)c1ccc(OC)c(CSc2nnc(COc3ccc(OC)cc3)o2)c1	i	i	-14	i	i	i	i	8	i	i	1
COc1ccc(N2CCN(C(=O)c3ccc(Br)cc3)CC2)c([N+](=O)[O-])c1	i	i	-13	i	i	i	i	x	i	i	4
CN(C(=O)COC(=O)/C=C/c1ccc(C(F)(F)F)cc1)C1CCS(=O)(=O)C1 (stereo not given)	i	i	-2	i	i	i	i	1	i	i	-1
O=C(c1ccco1)N1CCN(S(=O)(=O)c2ccccc2)CC1	i	i	-4	i	i	i	i	7	i	i	-2
O=C(Nc1ccc(Cl)cc1)NC1CCS(=O)(=O)C1 (stereo not given)	i	i	-9	i	i	i	i	7	i	i	-2
O=C(OCC(=O)N1CCC(Cc2ccccc2)CC1)c1ccccc1NCCO	i	i	-17	i	i	i	i	6	i	i	2
COc1ccccc1NC(=S)NC(NC(C)=O)C(Cl)(Cl)Cl (stereo not given)	i	i	-10	i	i	i	i	-5	i	i	0
COc1ccc(NC(=O)CN(C)C(=O)CNC(=O)c2cccs2)cc1	i	i	-10	i	i	i	i	0	i	i	0
Cc1ccc(S(=O)(=O)NC(CC(C)C)C(=O)N2CC(C)OC(C)C2)cc1 (stereo not given)	i	i	-7	i	i	i	i	0	i	i	17
CCN(CC)S(=O)(=O)c1ccc2c(c1)nc(-c1ccccn1)n2C	i	i	-4	i	i	i	i	-5	i	i	-11
CCCCC(=O)NC(c1ccc(OC)c(OC)c1)c1c(O)ccc2ccccc12 (stereo not given)	i	i	-9	i	i	i	i	-1	i	i	-8
O=C(NCc1ccco1)c1ccccc1NS(=O)(=O)c1cccs1	i	i	-10	i	i	i	i	1	i	i	-2
CC(C)NC(=O)C1COc2ccccc2O1 (stereo not given)	i	i	-3	i	i	i	i	-2	i	i	5
CSC1=NC(C)(C)C=C(/C=C/c2ccc(Cl)cc2Cl)N1	i	i	-12	i	i	i	i	-2	i	i	1
Cc1ccc([C@@H]2[C@@H]3C(=O)N(c4ccccc4)C(=O)[C@@H]3[C@]3(Cc4ccccc4)C(=O)N(CC4CC4)CC(=O)N23)o1	i	i	-7	i	i	i	i	-2	i	i	-6
CCOc1cc(CNCCCN2CCOCC2)ccc1OCC(=O)Nc1cccc2ccccc12	i	i	-14	i	i	i	i	-24	i	i	2
Clc1cccc(Cl)c1Cn1cnc2c(N3CCCCCC3)ncnc21	i	i	-3	i	i	i	i	1	i	i	-2
CC(=O)O[C@H]1C2OC(=O)C(C)=C2[C@@H]2OC(=O)[C@]3(CCC4OC41C)OC23 (stereo not given in full)	i	i	-9	i	i	i	i	-3	i	i	0
O=C(Nc1cccc(C(=O)Nc2ccc(Cl)cn2)c1)c1ccccc1	i	i	-12	i	i	i	i	-1	i	i	-1
Cc1ccsc1C(=O)OCC(=O)NCC1CCCO1 (stereo not given)	i	i	-6	i	i	i	i	2	i	i	1
Cc1nn(C(=O)CCC(=O)NCc2cccc(F)c2)c2ccccc12	i	i	-1	i	i	i	i	0	i	i	-1
NC(=O)CSc1nnc(Cc2cccs2)n1C1CCCCC1	x	i	-11	i	i	i	i	1	i	i	11
COc1ccc(CCNC(=O)c2cc3c(=O)n4cccc(C)c4nc3s2)cc1OC	i	i	-10	i	i	i	i	-2	i	i	-8
CSc1ccc(/C=N/N2CCN(Cc3ccccc3Cl)CC2)cc1	i	i	-4	i	i	i	i	2	i	i	0
O=C1c2ccccc2C2NC(=O)C3(CCCCC3)N12 (stereo not given)	i	i	-7	i	i	i	i	-4	i	i	-1
NC(=O)CSc1nnc2n(-c3ccccc3)c(=O)c3c4c(sc3n12)CCCCC4	i	i	-7	i	i	i	i	-2	i	i	7
COc1ccc(C2C(C(=O)Nc3cccc(OC)c3)c3ccccc3C(=O)N2C)cc1 (stereo not given)	i	i	-5	i	i	i	i	3	i	i	3
O=C1CC(N2CCN(Cc3ccc4c(c3)OCO4)CC2)C(=O)N1CCc1ccccc1 (stereo not given)	i	i	-9	i	i	i	i	-3	i	i	5
O=C(Nc1ccc(C(=O)O)cc1)/C(=C\C=C\c1ccccc1)NC(=O)c1ccc(Br)cc1	i	i	-14	i	i	i	i	-3	i	i	0
COc1ccc(-c2nn(CCC(=O)O)cc2/C=C2\SC(N)=NC2=O)cc1	i	i	-2	i	i	i	i	-1	i	i	0
O=C(O)/C(=C\c1cccs1)c1ccccc1	i	i	-3	i	i	i	i	1	i	i	-2
O=C(CCC1CCCC1)Nc1ccon1	i	i	-10	i	i	i	i	6	i	i	0
CS(=O)(=O)N1CCC(C(=O)NNC(=O)Nc2ccc(F)c(Cl)c2)CC1	i	i	-4	i	i	i	i	5	i	i	0
Cc1ccc(C(=O)Nc2ccc(NC(=O)c3ccco3)c(C)c2)cc1	i	i	-8	i	i	i	i	0	i	i	-10
CCCCN(C)C(=O)c1nc2ccccn2c1CNCCCn1nnc2ccccc21	i	i	-6	i	i	i	i	-3	i	i	-4
CCN(C(=O)C(C)N1C(=O)/C(=C/c2cccs2)SC1=S)C1CCS(=O)(=O)C1 (stereo not given)	i	i	-11	i	i	i	i	0	i	i	2

One compound at a time (already shown). Values in the order: PolyA inh	TRPC4 inh	hERG rescue	KCNQ1 pot	TRPC4 agonist	KCNQ1 block	KCNK3 inh	Dyrk1A ADPGlo	TRPC4 potent	KCNK9 block	Platelet DG rel
Clc1cccc(Cl)c1Cn1cnc2c(N3CCCCCC3)ncnc21 is listed with i	i	-3	i	i	i	i	1	i	i	-2
O=C(O)/C(=C\c1cccs1)c1ccccc1 is listed with i	i	-3	i	i	i	i	1	i	i	-2
O=C(Nc1ccc(C(=O)O)cc1)/C(=C\C=C\c1ccccc1)NC(=O)c1ccc(Br)cc1 is listed with i	i	-14	i	i	i	i	-3	i	i	0

(more compounds)
SMILES	PolyA inh	TRPC4 inh	hERG rescue	KCNQ1 pot	TRPC4 agonist	KCNQ1 block	KCNK3 inh	Dyrk1A ADPGlo	TRPC4 potent	KCNK9 block	Platelet DG rel
COC(=O)C1=C(C)N(Cc2ccco2)C(=O)/C1=C\c1ccc([N+](=O)[O-])cc1	i	i	-11	i	i	i	i	2	i	i	-9
O=C(CCc1ccccc1)NN1C(=O)C2C3C=CC(C3)C2C1=O (stereo not given)	i	i	-13	i	i	i	i	3	i	i	2
O=C(N/N=C/c1ccccc1)c1cc[n+]([O-])cc1	i	i	0	i	i	i	i	1	i	i	2
CCn1cc(CN2CCC(n3nccc3NC(=O)CCCc3ccccc3)CC2)cn1	i	-7*	-13	i	43*	i	i	-1	i	i	-3
CCCOc1ccc(OCC(=O)c2[nH]c(C)c(C(C)=O)c2C)cc1	i	i	-9	i	i	i	i	-6	i	i	5
CCN(CC)S(=O)(=O)c1ccc(C2=NOC3(C2)N(C)c2ccccc2C3(C)C)cc1 (stereo not given)	i	i	-7	i	i	i	i	0	i	i	0
CCC1CCCCN1C(=O)CSc1nc(N)cc(=O)[nH]1 (stereo not given)	i	i	-10	i	i	i	i	-2	i	i	-5
CCCCNCC(O)(c1ccc(Cl)cc1)c1ccc(Cl)cc1	i	i	-10	i	i	i	i	1	i	i	4
FC(F)(F)c1cnc(-c2cnc3c(-c4ccc(Cl)cc4)cnn3c2)c(Cl)c1	i	i	-8	i	i	i	i	18	i	i	9
O=C(CCCC(=O)c1ccc(O)cc1)c1ccc(O)cc1	i	i	-8	i	i	i	i	1	i	i	11
OCCCc1nc2ccccc2n1CCCCOc1ccccc1	i	i	-2	i	i	i	i	-1	i	i	1
Cc1ccc(S(=O)(=O)c2nc(-c3cccs3)oc2SCC(N)=O)cc1	i	i	-11	i	i	i	i	0	i	i	-5
CC(=O)C1=C(C)NC(SCC(N)=O)=C(C#N)C1c1ccco1 (stereo not given)	i	i	-5	i	i	i	i	4	i	i	0
Cc1cc(C)nc(/N=C(\N)Nc2ccc(OCc3ccccc3)cc2)n1	i	i	-34	i	61*	i	i	9	i	i	-5
Cc1cccc(Nc2nc(N)nc(CN3CCN(c4ccccc4F)CC3)n2)c1	i	i	-23	i	i	i	i	-4	i	i	2
